# Screening results from PubChem.
# esBAF inh – SWI/SNF esBAF complex inhibition; mouse ES cells, Bmi1-luciferase knock-in reporter, 24 h; 100% = twice the neutral-well signal; reporter increase, % at 12.5 µM; 2% of 350,000 active; in the data active means activation above about 40%;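 further: 0% = median of the plate's neutral control wells and 100% = double that signal; a rise in the Bmi1 reporter signal indicates esBAF inhibition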
# CASP6 VEID inh – inhibitors of human caspase-6; P55212; purified caspase-6, Z-VEID-R110 cleavage fluorescence; inhibition, % at 12.5 µM; 0.53% of 350,000 active; AID 686996;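 active means mean inhibition across replicates at least about 35%, with every replicate also reaching that limit, limit read from the data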;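 further: 0% = median of neutral control wells and 100% = no fluorescence left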
# PglD DTNB – inhibitors of Campylobacter jejuni PglD acetyltransferase; 0.098% of 360,000 active; inhibition, % at 12.5 µM; purified PglD enzyme, DTNB colorimetric CoA detection; AID 602405; in the data active means inhibition above about 16%, passing the limit was not always enough; further: strong numbers were not always called active
# RAD54 inh – RAD54 (human) branch migration inhibition. RAD54 Holliday junction branch migration, FAM/BHQ fluorescence. inhibition, % at 10.4 µM. 0.14% of 360,000 active. AID 602329;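 active means mean normalized replicate activity at least 40 and at least half of replicates scoring 40 or more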;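 further: 0% = median of neutral control wells and 100% = median of positive control wells; inhibitors cause a drop in the FAM fluorescence signal; in these data hits start at about 50%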
# ERp5 inh – ERp5 (human) disulfide isomerase inhibition; Q15084; inhibition, % at 9.99 µM; 0.05% of 350,000 active; ERp5 insulin aggregation, absorbance 650 nm, 90 min;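 active means mean replicate inhibition above about 25%, with every replicate also reaching it, limit read from the data, passing the limit was not always enough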
# Target sequence (Q15084 whole entry, looked up): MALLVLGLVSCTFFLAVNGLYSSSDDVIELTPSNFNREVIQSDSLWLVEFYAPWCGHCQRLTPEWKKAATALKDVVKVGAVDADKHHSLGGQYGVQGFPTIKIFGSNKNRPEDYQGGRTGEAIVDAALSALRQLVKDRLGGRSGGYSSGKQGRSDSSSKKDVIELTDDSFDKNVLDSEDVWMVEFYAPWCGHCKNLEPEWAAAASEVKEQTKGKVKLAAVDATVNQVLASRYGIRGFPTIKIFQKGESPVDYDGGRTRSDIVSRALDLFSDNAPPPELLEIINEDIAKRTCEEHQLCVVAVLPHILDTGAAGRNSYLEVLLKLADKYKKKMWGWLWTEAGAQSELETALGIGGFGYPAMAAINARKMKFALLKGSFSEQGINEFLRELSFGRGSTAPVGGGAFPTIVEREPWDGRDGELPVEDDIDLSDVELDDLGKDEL
# E-selectin induc – induces E-selectin expression in human endothelial cells. HUVEC E-selectin immunofluorescence imaging; normalized: neutral wells 0, TNF-alpha wells 100. activation, % at 7.58 µM. 0.37% of 260,000 active. AID 686992;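 active means mean E-selectin-positive cell signal at least 10% of the positive control, reached in at least 60% of replicates, without over 20% cell loss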;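 further: in these data hits start at about 27%; measured in HUVEC primary endothelial cells; signal is the percent of cells scored E-selectin positive by PE staining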
# Target sequence (P16581 whole entry, looked up): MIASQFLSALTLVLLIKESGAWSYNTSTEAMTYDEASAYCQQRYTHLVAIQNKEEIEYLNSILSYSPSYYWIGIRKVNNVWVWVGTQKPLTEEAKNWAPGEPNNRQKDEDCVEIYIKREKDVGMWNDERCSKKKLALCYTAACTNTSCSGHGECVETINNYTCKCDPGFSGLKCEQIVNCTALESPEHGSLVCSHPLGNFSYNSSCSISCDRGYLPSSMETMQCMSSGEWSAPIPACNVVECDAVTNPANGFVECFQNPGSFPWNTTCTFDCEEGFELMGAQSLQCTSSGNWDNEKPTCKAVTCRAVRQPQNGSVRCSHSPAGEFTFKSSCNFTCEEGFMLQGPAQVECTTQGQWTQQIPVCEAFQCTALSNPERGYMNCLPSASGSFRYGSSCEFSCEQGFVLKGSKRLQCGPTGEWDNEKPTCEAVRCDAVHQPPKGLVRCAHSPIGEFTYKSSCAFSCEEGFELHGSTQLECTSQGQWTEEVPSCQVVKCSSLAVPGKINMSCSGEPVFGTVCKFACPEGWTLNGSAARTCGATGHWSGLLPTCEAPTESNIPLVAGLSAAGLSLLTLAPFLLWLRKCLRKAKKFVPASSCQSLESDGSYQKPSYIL
#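 System: HUVEC / Compound: single concentration / Signal: immunofluorescence imaging / Read-out: percent E-selectin-positive cells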
# ARNT TACC3 PPI – disruptors of human ARNT/TACC3 interaction | 0.66% of 390,000 active | AID 623870 | Q9Y6A5 | inhibition, % at 9.99 µM | AlphaScreen His-ARNT PAS-B/GST-TACC3 binding, luminescence; TACC3 fragment carries E629A point mutation;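 active means mean inhibition of replicates at least 50% and at least half of replicates each reaching 50%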;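 further: 0% = complete ARNT plus TACC3 wells and 100% = ARNT alone without TACC3; many hits fall short of the cut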
# RAD52 anneal inh – RAD52 (human) annealing inhibition; inhibition, % at 18.7 µM; AID 651710; 0.46% of 360,000 active; recombinant RAD52 DNA annealing, FRET fluorescence;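 active means every replicate showing at least 50% inhibition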
# * hit, by the source's call; i = inactive; nt = not tested or not shown.
structure	esBAF inh	CASP6 VEID inh	PglD DTNB	RAD54 inh	ERp5 inh	E-selectin induc	ARNT TACC3 PPI	RAD52 anneal inh
C[C@@H]1CN([C@H](C)CO)C(=O)Cc2cc(NC(=O)Nc3ccc4c(c3)OCO4)ccc2O[C@@H]1CN(C)C(=O)Nc1cccc2ccccc12	7	-2	0	-4	4	-0.1	nt	-7
CC(C)(C)C(=O)NNc1nc(-c2ccccc2)c2cc(Br)ccc2n1	nt	1	nt	nt	0	-1.6	6	-9
COc1cc(C(=O)N/N=C/c2ccc(OC(=O)N3CCOCC3)cc2)cc(OC)c1OC	4	-1	nt	nt	-3	nt	5	-15
COc1ccc(CN(C)C[C@@H]2OCCCC[C@@H](C)Oc3ccc(NC(=O)c4ccccc4)cc3C(=O)N([C@@H](C)CO)C[C@H]2C)cc1	1	1	-3	-5	3	0.1	-7	21
N#CCC(N)=C(C#N)C#N	-1	17	2	-2	5	0.0	4	-289
COc1ccc(CNC(=S)Nc2ccccc2C)cc1	3	nt	0	0	nt	nt	19	nt
COc1ccc(OC(=O)c2cc(S(=O)(=O)N3CCCC3)ccc2Cl)cc1	-7	-5	-4	-14	0	nt	-3	-25
CCOCC(=O)Nc1c(C(=O)Nc2ccc3c(c2)OCO3)oc2ccccc12	37	1	-3	4	-1	nt	-11	-6
Cn1c(=O)c2c(nc(NCC3CCCO3)n2Cc2cccc(Br)c2)n(C)c1=O (centres undefined)	2	nt	1	-6	nt	nt	-5	nt
COc1ccc(N2COC3c4cccc5cccc(c45)C32)cc1 (centres undefined)	-7	nt	5	8	nt	3.8	-17	nt
CCCNC(=O)[C@@H]1[C@@H](CO)[C@@H]2Cn3c(ccc(-c4ccccc4)c3=O)[C@@H]2N1C(=O)C1CC1	nt	2	nt	nt	-6	0.0	nt	-12
CCCC[C@@H]1CC2=C(C(=O)OC(C)(C)O2)[C@@H](c2ccc(F)cc2)O1	nt	-1	nt	nt	0	-0.2	nt	-19
COc1ccccc1C#Cc1cnc2c(c1)C(=O)N([C@@H](C)CO)C[C@@H](C)[C@H](CN(C)C(=O)CN(C)C)O2	-7	-2	1	5	-2	-0.4	5	42
C[C@@H]1CN([C@@H](C)CO)C(=O)Cc2cc(NC(=O)c3ccncc3)ccc2O[C@H]1CN(C)S(=O)(=O)c1cccs1	-4	-2	2	-4	-3	nt	-5	7
O=C(COC(=O)c1ccco1)NCc1ccc(Cl)cc1	-3	nt	-2	0	1	-0.1	0	-6
Cc1ccc(-c2cc(-c3nnc(SCC(=O)NC(C)C(C)C)n3N)c3ccccc3n2)cc1 (centres undefined)	7	3	5	5	-8	nt	-7	-11
O=C(CC1S/C(=N/N=C2CCCCCC2)NC1=O)Nc1ccccc1F (centres undefined)	6	1	1	1	1	-0.1	4	-2
COc1ccc2c(c1)CCc1c(C(=O)N3CCCc4ccccc43)noc1-2	19	nt	-7	-9	nt	nt	7	nt
C/C(=N\NC(=S)NCCc1ccccc1)c1ccc(C)cc1	-2	nt	1	4	nt	nt	-1	nt
CCOc1ccccc1CNC(=O)c1ccc(NC(=O)C2=C(C)OCCS2)cc1	4	3	-1	8	13	-0.9	-6	-14
O=C(c1ccc2c(c1)OCCO2)N1CCN(c2ccc(C(F)(F)F)cn2)CC1	3	-2	9	-7	6	-0.1	nt	-59
COc1ccc(S(=O)(=O)N2CCC(C(=O)N[C@@H](C)C(=O)NCc3ccc(F)cc3)CC2)cc1	0	6	-1	1	3	nt	8	-26
CCC(=O)N(C)C[C@H]1Oc2ncc(C#CCc3ccccc3)cc2C(=O)N([C@H](C)CO)C[C@@H]1C	-2	2	2	1	14	0.8	-5	-6
Cc1cc(C(=O)NCCc2ccc(Cl)cc2)c2ccccc2n1	-2	-1	-2	-4	6	nt	-3	-88
COC(=O)[C@]12CCCCC=C1N(Cc1ccc3c(c1)OCO3)C(=O)[C@H](CC(=O)NCCCN1CCCC1=O)C2	nt	3	nt	nt	3	0.1	nt	0
CN1CCN(NC(=O)c2cc(-c3ccc(Cl)s3)nc3ccccc23)CC1	1	1	8	14	3	1.7	5	-7
Cc1ccc(C(=O)CC(=O)c2ccc(C(C)(C)C)cc2)cc1	nt	-2	4	1	2	nt	-1	-5
Cc1ccc(S(=O)(=O)N2CCN(C(=O)CSc3cc(C)ccc3C)CC2)c(C)c1	-1	3	3	-7	7	-0.3	14	-10
Cc1sc2ncnc(NCCc3ccc(S(N)(=O)=O)cc3)c2c1C	-20	-3	4	6	5	nt	-2	-9
COc1ccc2c3c(n(C)c2c1)[C@H](CO)N(C(=O)C1CC1)CC31CCN(C(=O)CN(C)C)CC1	nt	-1	nt	nt	-3	0.0	nt	3
CCc1nnc(NC(=O)CN2CCN(Cc3ccccc3Cl)CC2)s1	-3	3	3	5	2	nt	1	-31
COc1cccc(-c2nnc(SCC(=O)Nc3ccc4c(c3)OCCO4)n2Cc2ccco2)c1	0	nt	-7	-5	nt	nt	3	nt

# Sorted by formula weight (low to high): some entries from above
structure	esBAF inh	CASP6 VEID inh	PglD DTNB	RAD54 inh	ERp5 inh	E-selectin induc	ARNT TACC3 PPI	RAD52 anneal inh
Cc1ccc(C(=O)CC(=O)c2ccc(C(C)(C)C)cc2)cc1	nt	-2	4	1	2	nt	-1	-5
Cc1sc2ncnc(NCCc3ccc(S(N)(=O)=O)cc3)c2c1C	-20	-3	4	6	5	nt	-2	-9
COc1ccc2c3c(n(C)c2c1)[C@H](CO)N(C(=O)C1CC1)CC31CCN(C(=O)CN(C)C)CC1	nt	-1	nt	nt	-3	0.0	nt	3

# (cont.)
structure	esBAF inh	CASP6 VEID inh	PglD DTNB	RAD54 inh	ERp5 inh	E-selectin induc	ARNT TACC3 PPI	RAD52 anneal inh
Cc1cccc(C(=O)NNC(=O)Nc2ccccc2)c1	-9	-2	-23	-6	2	nt	nt	-1
CC(C)(C)CC(C)(C)NC1=CC(=O)OC12CCCCC2	-4	nt	1	0	nt	nt	-73	nt
COc1cc(CNC2CCCC2)cc(Br)c1OCC(=O)Nc1ccccc1C	nt	-3	nt	nt	6	3.6	-4	-15
O=C(NCCS(=O)(=O)NCCCc1ccccc1)c1ccccc1	nt	0	-5	1	-3	-0.2	0	-7
COc1ccccc1N1CCN(CCCN2C(=O)C3CCCN3C2=O)CC1 (centres undefined)	1	-6	-9	-8	-1	nt	-2	8
COc1ccc(OC)c(-n2cnnn2)c1	3	nt	5	4	nt	nt	14	nt
COc1ccc(C(=O)O)cc1S(=O)(=O)NC(C)(C)C	0	-4	-6	3	-4	0.1	-5	0
COc1cccc(NC(=O)[C@@H]2CCCN2S(=O)(=O)c2cccc3cccnc23)c1	-1	0	0	6	3	nt	-2	-12
C[C@H](CO)N1C[C@H](C)[C@@H](CN(C)S(=O)(=O)c2ccc(Cl)cc2)Oc2ccc(NC(=O)Cc3ccccc3)cc2C1=O	0	-1	0	-3	1	-12	5	-10
CCOc1ccc(CCNC(=O)CS(=O)(=O)Cc2nc(-c3cccc(OC)c3)oc2C)cc1	-1	-2	-4	2	4	nt	7	-11
Cc1cc(=O)n(CC(=O)NCCN2CCOCC2)c2c1c(C)nn2-c1ccccc1	-1	nt	3	-2	nt	nt	1	nt
CC(C)N(C(=O)CSc1nnc(CNc2ccc(F)cc2)o1)C(C)C	-4	nt	0	-2	nt	nt	-7	nt
CO[C@H]1CN(C)C(=O)c2ccc(NC(=O)Cc3ccccc3)cc2OC[C@@H](C)NC[C@@H]1C	1	4	2	7	-3	0.2	-1	12
COc1ccccc1CC(=O)O/N=C(\N)c1ccccn1	nt	0	nt	nt	3	-0.1	4	-5
C[C@@H]1CN([C@H](C)CO)C(=O)c2cccc(NC(=O)c3ccncc3)c2O[C@H]1CN(C)Cc1ccc(Cl)c(Cl)c1	2	5	1	-3	3	-4.8	4	-3
C[C@H]1CN([C@@H](C)CO)C(=O)c2cc(C#Cc3ccc(F)cc3)cnc2O[C@H]1CN(C)S(C)(=O)=O	-2	-3	-1	0	-7	0.3	-3	-6
Cn1c(=O)c2c(nc(Br)n2CC(=O)C23CC4CC(CC(C4)C2)C3)n(C)c1=O	1	nt	-3	-3	nt	nt	2	nt
COc1cccc(-c2cc3c(=O)n(-c4ccccc4)c(=S)[nH]c3s2)c1	-9	nt	-3	-14	nt	nt	19	nt
N#Cc1c(NC(=O)CSc2ccccn2)oc(-c2ccccc2)c1-c1ccccc1	-5	nt	9	-14	nt	nt	1	nt
CSc1c(C#N)c(N)nc2sc(C(=O)c3ccccc3)c(N)c12	nt	2	5	-1	-2	-3.6	-10	i
C=CCCO[C@@H]1O[C@@H](C)[C@H](O)C[C@H]1O	nt	-2	-2	0	4	0.0	-8	-10
CN(C)C(=O)C[C@H]1C=C[C@@H](NC(=O)C2CCC2)[C@@H](CO)O1	2	-4	5	-4	-3	0.3	-8	-12
C[C@H]1CN([C@@H](C)CO)C(=O)Cc2cc(NC(=O)c3ccncc3)ccc2O[C@@H]1CN(C)C(=O)Nc1cccc2ccccc12	-5	-1	8	-10	-6	0.1	-1	9
CCCOc1ccc(N2C(=O)CC(N3CCN(c4ccccc4F)CC3)C2=O)cc1 (centres undefined)	-5	-1	1	-9	1	nt	-1	-6
Cc1ccc(S(=O)(=O)C2(C(=O)Nc3cccnc3)CC2)cc1	-6	-12	3	5	-2	0.0	0	-14
CN(C(=O)/C=C/c1cnc2ccccc2c1)C1CCCCC1	nt	3	nt	nt	-4	nt	2	-12
CC(C)CC#Cc1cnc2c(c1)C(=O)N([C@@H](C)CO)C[C@@H](C)[C@H](CN(C)C(=O)c1ccc3c(c1)OCO3)O2	2	1	1	-6	-1	1.0	3	18
C/C=C/c1cnc2c(c1)C(=O)N([C@H](C)CO)C[C@H](C)[C@@H](CN(C)C(=O)c1ccc3c(c1)OCO3)O2	-3	-1	1	-1	0	1.3	-7	3
Cc1ccc(S(=O)(=O)NCCC(=O)NNC(=O)c2ccccc2Cl)cc1C	-3	7	-9	4	-3	nt	nt	-4
O=C(NCC(F)(F)F)[C@@H]1[C@@H](CO)[C@@H]2Cn3c(cccc3=O)[C@@H]2N1C(=O)C1CC1	-3	-2	-3	-3	0	-0.4	0	17
CCN(CC)S(=O)(=O)c1ccc(C(=O)OCC(=O)Nc2ccc(-c3nc4ccc(C)cc4s3)cc2)cc1	nt	-1	-5	4	-1	nt	-7	-16
C#CCOCCOCCOCCNc1nc(N2CCN(C(=O)C([C@@H](C)CC)n3cc(C(N)CO)nn3)CC2)nc(N2CCN(C(=O)C([C@@H](C)CC)n3cc(C(N)COC(=O)C(F)(F)F)nn3)CC2)n1 (some centres undefined)	nt	-9	nt	nt	4	-0.1	nt	23
COc1nc(NC2CCCCC2)nc(N2CCCCCC2)n1	0	nt	-7	-10	nt	nt	-4	nt
C[C@H]1CN([C@@H](C)CO)C(=O)c2cc(NC(=O)CCN3CCOCC3)ccc2O[C@H]1CN(C)S(=O)(=O)c1cccs1	3	1	5	-7	5	0.5	nt	6
O=C(Nc1nc(-c2ccc(F)cc2)cs1)c1ccc(N2C(=O)CCC2=O)cc1	-21	-1	3	-13	-3	-1.8	1	-5
Nc1c(C(=O)Nc2cccc(Cl)c2Cl)sc2nc(-c3cccnc3)ccc12	nt	1	0	0	-6	1.1	27	-66
CC(=O)Nc1cccc(-c2cc3nc(NCc4cccnc4)n(C)c(=O)c3s2)c1	-3	1	4	-1	-1	0.5	nt	-9
COC(=O)C[C@H]1c2cc(C(F)(F)F)ccc2S(=O)(=O)N1C1CCCCC1	nt	nt	1	-3	nt	0.5	-15	nt
COC(=O)C1C(=O)C=C(N2CCOCC2)CC1(C)C (centres undefined)	3	nt	-2	-1	nt	nt	-4	nt
COC(=O)c1sc(NC(=O)CSc2nnnn2C)nc1C	15	1	1	-9	7	nt	6	-14
CCOc1ccc(CCNC(=O)Cn2c(-c3nonc3N)nc3ccccc32)cc1OCC	-4	nt	15	12	nt	nt	3	nt
COCCCN1CN(S(=O)(=O)c2cccs2)c2nc3ccccc3nc21	12	-2	-5	4	0	5.5	4	-31
Cc1ccc2c(CSc3nncs3)cc(=O)oc2c1	29	-3	6	3	2	nt	3	-15
